Assay outcomes from PubChem BioAssay.
HTR5A inv ag = HTR5A inverse agonists in luminescence cell assay, primary screen, counter-screen for OPRM1-OPRD1 heterodimer inverse agonist project, full-deck HTS; 5-hydroxytryptamine receptor 5A (Homo sapiens), P47898; HTR5A cell line, inverse agonism; inhibition, % at 9.3 µM; hit rate 0.083% among 340,000; in the data active means inhibition mostly above about 23%, no sharp cut-off; inactive means mostly below about 18%;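 further: 0% = cells with DMSO and 100% = no-cell wells with DMSO; some compounds called inactive have numbers as strong as hits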
Target sequence (P47898 whole entry, looked up): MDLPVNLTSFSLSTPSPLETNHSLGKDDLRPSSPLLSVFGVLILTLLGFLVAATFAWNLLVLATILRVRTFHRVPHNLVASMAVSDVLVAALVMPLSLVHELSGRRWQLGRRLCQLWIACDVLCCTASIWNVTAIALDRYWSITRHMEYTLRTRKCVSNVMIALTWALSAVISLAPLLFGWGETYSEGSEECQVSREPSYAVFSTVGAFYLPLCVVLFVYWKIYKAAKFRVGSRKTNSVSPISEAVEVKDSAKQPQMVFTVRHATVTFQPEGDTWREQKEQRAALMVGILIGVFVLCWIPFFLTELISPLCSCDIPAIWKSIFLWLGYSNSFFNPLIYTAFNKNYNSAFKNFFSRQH
CDK5 inh = inhibitors of human CDK5/p35 kinase, primary screen, biochemical, single concentration; Cyclin-dependent kinase 5 (Homo sapiens) + Cyclin-dependent kinase 5 activator 1 (Homo …; Recombinant CDK5/p35, ADP-Glo luminescence, 60 min; inhibition, % at 10 µM; hit rate 0.01% among 330,000;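 active means highest replicate inhibition of at least 50% and at least 75% of replicates reaching 50%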;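 further: plate controls were DMSO neutral control for no effect and GW8510 at 10 µM for full effect; many of its hits are not listed in these tables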
PKA-R2B act = activators of PKA-R2B holoenzyme, primary screen, biochemical, fluorescence polarization, Cy5-IP20, human | activation, % at 11.4 µM | hit rate 0.079% among 340,000 | cAMP-dependent protein kinase catalytic subunit beta (Homo sapiens) + cAMP-dependent … | PKA-R2B holoenzyme dissociation; R2B truncated from residue 108, S112A mutant; 0% DMSO only, 100% 113 µM cGMP;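 active means activation above a cutoff set at the mean over all compounds plus 3 SD, cut at about 18% in these data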;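 further: higher means more holoenzyme dissociation and a rise in polarization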
Tat export inh = E. coli Tat export inhibitors, primary screen, MC4100, TorA-mCherry reporter, fluorescence, single point. inhibition, % at 10 µM. hit rate 0.036% among 340,000. AID 488895, 2010;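 active means mean replicate inhibition at least 50% and at least half of replicates individually reaching 50%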;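 further: exported cargo escapes ClpAP degradation while cytoplasmic cargo is degraded and loses fluorescence; 0% = median of neutral control wells and 100% = median of NaSCN control wells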
Ecoli viability = E. coli V3065 growth inhibition, primary screen, counter-screen for AddAB inhibitor project, absorbance, OD600. AID 449728, 2010. inhibition, % at 11.9 µM. hit rate 0.27% among 330,000. 18 h;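 active means inhibition above the campaign's mean inhibition across all tested compounds plus 3 SD, cut at about 9.9% in these data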;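 further: uninfected addAB+ strain grown without phage in ampicillin broth; 0% = DMSO wells and 100% = ciprofloxacin 0.95 µg/ml wells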
PKA-R1A act = activators of PKA-R1A holoenzyme, primary screen, biochemical, fluorescence polarization, Cy5-IP20, bovine R1A, mouse PKAc; PKA-R1A dissociation; scaled: DMSO 0%, 113 µM cGMP 100%; activation, % at 11.4 µM; hit rate 0.083% among 340,000;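 active means percent activation above the mean of all tested compounds plus 3 SD, cut at about 19% in these data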;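 further: higher means more PKAc released from R1A so a rise in polarization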
HTR5A ag ctr = HTR5A agonists in luminescence cell assay, primary screen, counter-screen for OPRM1-OPRD1 heterodimer agonist project, full-deck HTS; hit rate 0.61% among 340,000; cell-based; activation, % at 9.3 µM; AID 504692, 2011; in the data active means activation mostly above about 9.5%, no sharp cut-off; inactive means mostly below about 7.6%;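 further: 0% = cells with vehicle only and 100% = reference agonist; strong numbers were not always called active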
phage Ecoli inh = growth loss of phage-infected E. coli, primary screen, RecBCD inhibitor project, absorbance, with phage, HTS. inhibition, % at 11.9 µM. hit rate 0.26% among 360,000. AID 651602, 2012; in the data active means inhibition above about 11%
AddAB inh = growth inhibition of E. coli expressing H. pylori AddAB, primary screen, AddAB inhibitor project, absorbance. inhibition, % at 11.9 µM. hit rate 0.29% among 330,000. AID 435030, 2010; in the data active means inhibition above about 12%;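 further: 0% = vehicle wells of infected cells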
DAGLB inhibitor = DAGLB lipase inhibitors, primary screen, biochemical, fluorescence, HTS | hit rate 0.059% among 340,000 | HEK293T DAGLB membrane lysate, EnzChek fluorogenic substrate | inhibition, % at 5.17 µM | Diacylglycerol lipase-beta (Homo sapiens), Q8NCG7 | AID 504411, 2011; in the data active means inhibition above about 34%;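 further: 0% = enzyme with vehicle and 100% = wells lacking enzyme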
Target sequence (Q8NCG7 whole entry, looked up): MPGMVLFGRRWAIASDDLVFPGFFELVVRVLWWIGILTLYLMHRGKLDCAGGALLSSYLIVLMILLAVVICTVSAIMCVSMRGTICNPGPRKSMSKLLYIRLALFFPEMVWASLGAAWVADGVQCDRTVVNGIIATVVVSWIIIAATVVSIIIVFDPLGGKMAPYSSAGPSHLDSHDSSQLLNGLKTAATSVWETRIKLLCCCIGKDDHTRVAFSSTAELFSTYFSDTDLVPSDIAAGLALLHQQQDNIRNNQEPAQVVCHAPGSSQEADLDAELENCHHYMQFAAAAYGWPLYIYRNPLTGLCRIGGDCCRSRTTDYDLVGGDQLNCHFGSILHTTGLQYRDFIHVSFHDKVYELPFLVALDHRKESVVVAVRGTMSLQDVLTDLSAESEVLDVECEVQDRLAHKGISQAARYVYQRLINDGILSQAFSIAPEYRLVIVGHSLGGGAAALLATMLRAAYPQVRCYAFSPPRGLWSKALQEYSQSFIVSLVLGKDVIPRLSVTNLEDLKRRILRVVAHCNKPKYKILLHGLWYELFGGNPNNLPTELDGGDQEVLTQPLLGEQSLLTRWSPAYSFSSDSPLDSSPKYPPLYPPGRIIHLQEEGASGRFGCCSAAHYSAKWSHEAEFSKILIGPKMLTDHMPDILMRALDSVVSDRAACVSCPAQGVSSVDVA
SUMO Mot1 rescue = yeast Mot1-301 growth rescue at high temperature, primary screen, SUMOylation pathway inhibitor project, S. cerevisiae, ATP luminescence, 38.5C. growth rescue, % at 18.8 µM. AID 2716, 2010. hit rate 1% among 320,000. S. cerevisiae Mot1-301 growth rescue; percent above DMSO median, 100 means doubled;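 active means every valid replicate shows activation above 250% relative to neutral control wells; inactive means the rest, any valid replicate at or below 250%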;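 further: OY570 slx delta 5 strain wells were the positive control but not used for scaling; some compounds called inactive have numbers as strong as hits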
The depositor's hits bear a star; nt = no result given.

SMILES	HTR5A inv ag	CDK5 inh	PKA-R2B act	Tat export inh	Ecoli viability	PKA-R1A act	HTR5A ag ctr	phage Ecoli inh	AddAB inh	DAGLB inhibitor	SUMO Mot1 rescue
CN(CC(=O)Nc1cccc(F)c1)C(=O)c1ccc(N2CCCC2)c([N+](=O)[O-])c1	2	0.3	2	2	-1.8	4	-1	7.0	-1.4	10	9
O=C(O)COc1ccc(/C=N/NC(=O)c2cccc3ccccc23)cc1	-6	1.0	-13	-2	-1.4	-1	2	-0.2	-0.2	-2	194
O=C(CN1C(=O)C2C3C=CC(C3)C2C1=O)Nc1nc2ccccc2[nH]1 (stereo unspecified)	-23	0.6	-3	-3	1.7	-5	8	1.3	2.4	1	8
CN(Cc1nc2ccccc2s1)C(=O)c1ccc(F)cc1	7	0.3	-2	2	1.6	3	-2	1.2	1.8	0	-7
COC(=O)c1ccc(Cc2ccc(C(=O)OC)o2)o1	19	0.2	-1	-5	0.9	2	-3	0.0	0.1	1	-1
CC1CCN(S(=O)(=O)N2CCC(C(=O)NCCc3ccccc3)CC2)CC1	-6	nt	-5	-5	0.8	-11	-1	2.4	0.3	-1	23
CCn1c(=O)cc(OCC(=O)N(C)c2ccccc2F)c2ccccc21	4	1.4	7	1	0.5	-5	-2	1.8	5.9	2	-10
Cc1ccc([N+](=O)[O-])cc1S(=O)(=O)Nc1ccc(-c2ccc(N3CCCC3)nn2)cc1	-22	0.0	0	-1	1.3	11	-1	3.2	1.1	5	-4
CCOC(=O)c1sc(N)c(C#N)c1CSc1nc2ccc(C)cc2[nH]1	14	-1.1	2	-3	-2.4	-3	-6	0.3	3.6	-1	8
O=C(CCCC(=O)N(c1cccc(F)c1)C(C(=O)NC1CCCC1)c1ccc(O)cc1)Nc1ccccn1 (stereo unspecified)	-5	0.0	10	-3	-1.3	-5	5	-0.4	3.4	-1	0
CC1=Nn2c(nc(-c3ccccc3)c2-c2ccccc2)N(CC(N)=O)C(=O)C1	7	-0.1	5	-4	-0.9	-1	6	1.2	1.1	-2	150
O=C(CCC(=O)N(CC(=O)NC1CCCCC1)c1ccc(F)cc1)Nc1nccs1	-6	1.4	9	2	-1.3	-7	-1	2.1	2.6	4	5
CCCn1c(N)c(C(=O)CSc2nnc(-c3cccnc3)n2-c2ccc(C)cc2C)c(=O)[nH]c1=O	-13	3.0	1	-4	-0.2	1	7	5.0	0.9	4	-11
CCC1CN(C(=O)NCc2ccc(C)cc2)c2ccccc2O1 (stereo unspecified)	13	0.8	-4	-4	nt	-3	-3	-0.4	nt	-4	-17
COc1ccc(S(=O)(=O)N(CC(=O)NCc2ccco2)c2ccccc2OC)cc1	3	1.1	2	-1	-0.6	5	17*	-1.6	-0.1	0	87
COc1ccccc1C(=O)Nc1ccnn1C1CCN(CCC(C)c2ccc(C)o2)CC1 (stereo unspecified)	-3	0.9	-6	-10	-1.4	-3	-2	0.6	-0.1	-2	1
O=C(CN1CCc2ccccc2C1)Nc1ccc(Br)cc1	4	0.1	-3	1	-0.1	1	5	3.2	0.5	-9	-10
COc1cc(C2c3c(oc4ccccc4c3=O)C(=O)N2Cc2ccco2)ccc1O (stereo unspecified)	16	0.7	2	2	1.4	-18	-5	4.0	0.2	-2	336
O=C(Nc1cccc(C(F)(F)F)c1)C1CCN(S(=O)(=O)c2cnc[nH]2)CC1	-22	-1.1	3	4	-0.2	4	6	3.3	4.3	-2	-11
CCOc1ccc(NC(=O)c2ccccc2NC(=O)CNC2CCCC(C)C2C)cc1 (stereo unspecified)	-5	1.0	-7	0	-0.3	-9	2	0.9	-2.5	-1	-5
CCCC(=O)NC(NC(=S)Nc1ccc(N=Nc2ccccc2)cc1)C(Cl)(Cl)Cl (stereo unspecified)	9	0.6	-3	-5	1.5	2	-3	3.2	3.0	23	2
CCOc1ccc(/C=C/C(=O)NCc2ccccc2)cc1	9	1.3	3	-1	1.1	-1	-3	3.9	1.8	-6	20
O=C(CCCN=C1NS(=O)(=O)c2ccccc21)OCC(=O)c1ccc(Br)cc1	-3	1.4	-11	3	-1.1	2	0	1.4	0.4	1	7
CCOc1cccc(N(C(=O)C2COc3ccccc3O2)C(C(=O)NC2CCCCC2)c2ccc(O)cc2)c1 (stereo unspecified)	-4	-5.2	2	-9	-0.9	3	2	1.2	1.8	-3	61
O=C(c1ccc2ncsc2c1)N1CCCC(C(F)(F)F)C1 (stereo unspecified)	-16	1.4	-2	3	-1.9	-9	7	3.6	1.4	2	2
c1nnc2c3c4c(sc3ncn12)CCC4	-18	1.2	-2	4	-1.1	-4	4	1.6	2.1	0	-12
CCOC(=O)c1[nH]cnc1C(=O)Nc1ccc(C)cc1	-16	0.5	5	13	1.8	0	-1	-0.5	3.3	-6	-17
COc1ccc(-c2nn(C)c(=O)c3ccccc23)cc1NC(=O)COc1ccccc1	-3	-0.1	-2	-10	-0.6	-4	4	0.6	2.5	0	14
COc1ccc(C)cc1NC(=O)C(OC(=O)c1ccc([N+](=O)[O-])o1)c1ccccc1 (stereo unspecified)	9	-0.1	7	7	0.8	-6	3	4.3	4.0	1	13
Cc1ccc(OCCC(=O)OCC(=O)N2CC(=O)Nc3ccccc32)cc1	-16	2.6	-2	-6	-0.3	-6	7	3.6	-1.2	2	-15

Brought forward from above: seven compounds, followed by the next part.
SMILES	HTR5A inv ag	CDK5 inh	PKA-R2B act	Tat export inh	Ecoli viability	PKA-R1A act	HTR5A ag ctr	phage Ecoli inh	AddAB inh	DAGLB inhibitor	SUMO Mot1 rescue
CCOc1cccc(N(C(=O)C2COc3ccccc3O2)C(C(=O)NC2CCCCC2)c2ccc(O)cc2)c1 (stereo unspecified)	-4	-5.2	2	-9	-0.9	3	2	1.2	1.8	-3	61
O=C(c1ccc2ncsc2c1)N1CCCC(C(F)(F)F)C1 (stereo unspecified)	-16	1.4	-2	3	-1.9	-9	7	3.6	1.4	2	2
c1nnc2c3c4c(sc3ncn12)CCC4	-18	1.2	-2	4	-1.1	-4	4	1.6	2.1	0	-12
CCOC(=O)c1[nH]cnc1C(=O)Nc1ccc(C)cc1	-16	0.5	5	13	1.8	0	-1	-0.5	3.3	-6	-17
COc1ccc(-c2nn(C)c(=O)c3ccccc23)cc1NC(=O)COc1ccccc1	-3	-0.1	-2	-10	-0.6	-4	4	0.6	2.5	0	14
COc1ccc(C)cc1NC(=O)C(OC(=O)c1ccc([N+](=O)[O-])o1)c1ccccc1 (stereo unspecified)	9	-0.1	7	7	0.8	-6	3	4.3	4.0	1	13
Cc1ccc(OCCC(=O)OCC(=O)N2CC(=O)Nc3ccccc32)cc1	-16	2.6	-2	-6	-0.3	-6	7	3.6	-1.2	2	-15
Cc1c(CC=C(Cl)Cl)c(=O)[nH]c2c(C)cccc12	4	1.0	6	2	-0.1	2	-2	4.7	1.6	0	-19
CCCC(=O)N(Cc1cc(=O)[nH]c2ccccc12)c1ccccc1	8	-1.7	-7	-5	-0.5	-2	-2	-1.1	2.2	-1	5
COc1ccc2nc(C)cc(N/N=C/c3ccc(F)cc3)c2c1	-29	1.6	-3	-5	-4.5	-9	8	1.3	-4.2	4	-24
Cc1ccccc1OCC(O)Cn1c(Br)nc2c1c(=O)[nH]c(=O)n2C (stereo unspecified)	20	-0.1	4	-4	2.1	-2	5	1.6	0.3	1	5
COc1ccccc1NC(=O)Cn1cnc2c(nnn2-c2ccc(C)cc2)c1=O	-4	0.2	0	2	-0.2	-7	2	2.0	-0.1	-2	-5
COc1ccc2oc(C(=O)OCC(=O)Nc3cc(S(=O)(=O)N4CCOCC4)ccc3C)c(C)c2c1	-24	0.4	-8	-4	-1.7	-7	-4	4.5	1.0	0	1
CCC1(C)NC(=O)N(/N=C/c2ccc(C)s2)C1=O (stereo unspecified)	3	0.4	-6	0	0.6	2	-1	1.5	0.9	-4	-21
O=C(CCNS(=O)(=O)c1ccc(Br)cc1)NCc1ccc(F)cc1	16	0.5	-2	6	-0.6	-10	4	-0.6	1.2	-1	10
CC(CC(=O)NC1CCCCC1)S(=O)(=O)c1ccc2c(c1)CCN2C(=O)C1CC1 (stereo unspecified)	21	nt	9	-9	-1.6	-5	-5	0.9	0.0	0	6
CCC1(c2ccccc2)NC(=O)N(CC(=O)N(C)CC(=O)Nc2c(C)cccc2C)C1=O (stereo unspecified)	-3	1.4	5	-4	-1.4	0	2	0.7	-2.1	2	31
CCCCN(Cc1ccccc1)S(=O)(=O)c1cc(Br)cc2c1N(C(C)=O)C(C)C2 (stereo unspecified)	18	-1.2	-3	11	-1.1	0	-7	1.2	-5.1	-6	22
O=C(c1ccccc1)N1CCN(C(=O)c2ccc3c(c2)OCO3)CC1	1	0.1	-4	-25	-1.3	-9	0	0.8	1.1	1	-7
COc1ccc(OCC(=O)N(Cc2sccc2C)C2CCS(=O)(=O)C2)cc1 (stereo unspecified)	-16	0.8	-9	1	-2.1	5	-3	0.6	3.4	1	35
Cc1ccc(C(=O)NCC(=O)OC(C)C(=O)NC2CCCCC2C)cc1C (stereo unspecified)	15	-1.1	-10	-5	0.4	-3	-6	2.2	4.1	-1	5
COC(=O)Cn1c(SCc2ccccc2)nc2ccccc21	7	-0.1	-12	-21	-0.2	-5	-3	3.6	3.8	-3	50
CCSc1nc2c(c(=O)[nH]1)C(c1ccncc1)C(C(=O)OC)=C(C)N2 (stereo unspecified)	4	-1.6	-4	4	-3.9	-3	3	2.2	-0.8	-1	217
COc1cnc(SC)nc1Nc1ccc(C#N)cc1	-14	0.0	-12	9	-0.2	2	4	-0.6	1.2	-2	-3
CCCN(CCC)C(=O)Cc1ccc(F)cc1	44	1.6	-1	-3	-0.5	-8	-6	-0.3	0.9	0	49
NS(=O)(=O)c1cc2c(cc1C(F)(F)F)NCNS2(=O)=O	5	-0.4	-3	-1	1.6	-4	-1	3.0	0.8	1	-13
Cc1cc2oc(C(=O)NCc3ccc(S(N)(=O)=O)cc3)c(C)c2cc1C	13	-0.2	6	-4	1.4	-4	-2	3.6	-0.5	-1	3
